Bioassay records (PubChem)
uPA surface inh – inhibitors of cell surface uPA generation; cell surface uPA generation assay, qHTS; Potency, µM (series often up to 38.3 µM), inactives show top-dose activity change, negative = inhibition, actives largely listed as inhibitors; 330,000 tested, 0.31% active; active means well fitted inhibition curve with a large enough effect; inconclusive means small, poorly fitted or top-dose-only effect; inactive means no such curve, though single readings can be large or run the other way; tested in mouse RAW 264.7 cells; further: potency means the concentration at half of the fitted maximal effect; nearly all actives have a fitted effect of over 55% in size
KCNH2 3.1 inh – KCNH2 3.1 (human) potassium channel inhibition. U2OS KCNH2 3.1, thallium flux FluxOr; stronger effect = lower value. activity change, % (tested at about 1.8 µM). 340,000 tested, 0.95% active. AID 720553;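 active means maximum activity change below -70%; inconclusive means maximum activity change from -70% to -50%; inactive means maximum activity change above -50%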;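 further: thallium influx rate constant from kinetic fluorescence after stimulation buffer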
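Steps: virus added to U2OS suspension (4 h, RT, dark); medium with 10% FBS added, cells plated, 37 C overnight; FluxOr/Red40 loading buffer 45 min RT; stimulation buffer, 2 min kinetic read; rate constant normalized.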
Giardia kill – Giardia lamblia killing; Giardia lamblia trophozoite viability; activity change, % at 7.66 µM, hits read low; 340,000 tested, 0.15% active; in the data active means activity change below about -80%; inconclusive means between about -30% and that limit;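 further: parasites exposed to compound for two days anaerobically before the ATP read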
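Compounds were tested on trophozoites seeded at 100 cells/well and held 48 hrs at 37 deg C anaerobically. An ATP-based luminescent kit measured the remaining live cells.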
Numbers without * were called inactive; ? = inconclusive; & = joins results of further samples; [ ] = dose if it differs, or a comment. On the % scale 0 is the no-effect control and ±100 the full control effect.

Structure	uPA surface inh	KCNH2 3.1 inh	Giardia kill
NC(=S)NN=Cc1nccc2ccccc12	-17.6%	-10.9	-27.6
CC12CCC(=O)C=C1CCC1C2C(O)CC2(C)C1CCC21OCC1=O (centres undefined)	1.2%	13.5	13.0
Cc1nc2c(c(C)nn2-c2ccccc2)c(C)c1C	4.8%	-3.3	-9.0
COC(=O)c1ccccc1NC(=O)CN1C(=O)c2ccccc2C1=O	-6.2%	3.7	18.0
CCCCC(=O)NC(c1cccc([N+](=O)[O-])c1)c1ccc2cccnc2c1O (centres undefined)	5.01µM*	-45.5	-0.3
CC(C)(C)c1cc(NC(=O)c2cccs2)no1	-11.1%	-6.4	-0.9
CN(C)CC/C=C1/c2ccc(F)cc2Sc2ccc(Cl)cc21	4.0%	-1.7	10.8
C/C=C(/CCC1NCCc2c1[nH]c1ccccc21)[Si](C)(C)C (centres undefined)	2.6%	-7.6	-8.0
COc1ccc(C(=O)NC(=S)NNC(=O)c2ccc(C)cc2)cc1	-24.7%	-3.2	-2.2
O=S(=O)(Nc1ccc(O)c2ccccc12)c1ccc(OC(F)(F)F)cc1	-1.0%	-12.2	-5.7
Cn1c(N)c(N=O)c(=O)n(C)c1=S	-5.3%	13.8	15.1
O=C1NC(=O)C(=Cc2ccc(Cl)c(Cl)c2)S1	-2.4%	-6.2	3.7

(further entries)
Structure	uPA surface inh	KCNH2 3.1 inh	Giardia kill
CCN(CC)C(=O)Cn1cc([N+](=O)[O-])cc1[N+](=O)[O-]	-6.0%	-5.6	?
CCCCN1C(N)=NC[C@@H]1Cc1ccccc1	-0.2%	12.8	-18.5
Cc1ccc(NC(=O)c2ccc(S(=O)(=O)N3CC(C)CC(C)C3)cc2)cc1S(=O)(=O)N1CCOCC1 (centres undefined)	-23.9%	1.9	8.5
COc1ccc(Cc2nnc3n2N=C(c2cc4ccccc4o2)CS3)cc1OC	3.1%	0.8	-19.3
NC(=O)C1CC2(C1)CC(C(N)=O)C2 (centres undefined)	-6.3%	-4.6	34.4[activator]
CC(CCc1ccccn1)C(=O)C(C)CCc1ccccn1 (centres undefined)	2.8%	6.4	8.7
CCOC(=O)C1C2C=CC(CC2)N1c1ccccc1 (centres undefined)	-0.2%	3.4	-23.9
O=C1NC(=S)NC(=O)C1=Cc1ccccc1C(=O)O	4.7%	-5.9	7.4
CCOC(=O)c1[nH]c2c(OCC)nc(OCC)nc2c1Br	-1.2%	10.9	-4.6
CC(=O)Nc1nnc(CCS(=O)(=O)c2ccc(C)cc2)s1	0.1%	-14.5	11.6
COc1cc(C2c3cc(O)c(OC)cc3CC(C(=O)O)C2CO)ccc1O (centres undefined)	-2.4%	7.8	3.4
Nc1cc(SCc2ccc([N+](=O)[O-])cc2)ncn1	-1.1%	11.6	-8.5

Continued.
Structure	uPA surface inh	KCNH2 3.1 inh	Giardia kill
COc1ccc(C(C#N)=C2C=CC(=NO)C(C)=C2Cl)cc1	-5.7%	12.3	1.5
Cc1cccc2cc(C#N)c(SCCN3CCCCC3)nc12	-6.0%	-13.1	-1.6
O=C(OCCOCCOC(=O)Oc1ccccc1)Oc1ccccc1	5.7%	4.3	12.0
CCOC(=O)C1CCCN(C(=O)C2COc3ccccc3O2)C1 (centres undefined)	2.3%	-5.1	16.6
CCOC(=O)C1=NN(c2ccc(F)cc2)C2=NC(C)=C(C(=O)OC)C(c3cccs3)N12 (centres undefined)	-1.8%	-5.0	2.0
COc1cc(OC)cc(C(=O)Nc2ccc(S(=O)(=O)Nc3cnc4ccccc4n3)cc2)c1	3.5%	4.8	-14.1
CCC(=O)N1CCN(c2cc(N3CCCC3)c(F)cc2[N+](=O)[O-])CC1	2.5%	-2.0	6.2
CCOC(=O)Nc1ccc2c(c1)C(=NNC(N)=S)c1ccccc1-2	-11.0%	-9.3	1.8
CN1CCN(S(=O)(=O)c2cccc(C(=O)Nc3cccc([N+](=O)[O-])c3)c2)CC1	-2.5%	13.3	6.3
CC(=O)OCC(=O)C1CCC2C3CCC4=CC(=O)C=CC4(C)C3CCC12C (centres undefined)	10.9%	13.6	-15.4
Nc1ncnc(N2CCOCC2)n1	-8.4%	-6.0	-17.3
O=C(CCCc1ccccc1)Nc1nccs1	18.3%	-3.1	3.7

(more compounds)
Structure	uPA surface inh	KCNH2 3.1 inh	Giardia kill
O=C(C=Cc1ccc(Cl)s1)c1ccc(Cl)s1	4.4%	1.1	18.7
Cc1nnc(SC(C)C(=O)NC2CCCCC2)[nH]c1=O (centres undefined)	-0.1%	7.8	2.6
COc1ccc(C(CNC(=O)c2ccc(NS(=O)(=O)c3ccc(F)c(C)c3)cc2)N2CCCC2)cc1 (centres undefined)	-5.2%	-25.3	6.7
CC1(c2ccccc2)C(C#N)C(=O)NC(=O)C1C#N (centres undefined)	4.9%	10.3	16.8
CCCn1cnc2c(SCc3ccccc3Cl)nc(N)nc21	-6.1%	-14.0	14.0
CCCCNC1=CC(=O)C(NCCCC)=CC1=O	-11.3%	-1.0	18.3
O=C(Nc1cccc2ccccc12)N(c1ccccc1)c1ccccc1	2.0%	8.6	-5.8
O=C(NC1CCCCC1)[C@@H]1CC=C[C@@H]2CCN(C3CCCCC3)C(=O)[C@@H]21	5.5%	2.4	20.7
O=C(c1ccc(Cl)c(S(=O)(=O)N2CCCC2)c1)N1CCN(Cc2ccccc2)CC1	-1.7%	11.8	8.9
NC(=O)c1ccsc1NC(=O)COC(=O)[C@@H]1CCCN1C(=O)c1cccs1	3.7%	-10.7	5.5
CN(N=C(c1ccccc1)c1ccccc1)c1ccccc1	3.5%	4.2	3.7
CC(=O)N1CCC2(CC1)CC(=O)c1cc(Cl)ccc1O2	4.0%	-0.2	-6.9

More records follow.
Structure	uPA surface inh	KCNH2 3.1 inh	Giardia kill
Nc1ccc(C(=O)c2ccc3c(c2)OCCO3)cc1N	-14.4%	-6.9	-12.1
CSc1nc(O)c(C(c2ccccc2Cl)c2c(O)nc(SC)[nH]c2=O)c(=O)[nH]1	4.4%	4.2	10.6
COc1ccc(CCN2CC(C(=O)OCC(=O)NCc3ccccc3Cl)CC2=O)cc1OC (centres undefined)	1.9%	4.2	-20.9
Nc1ccc2c(c1)C(=O)c1ccccc1-2	-0.9%	-3.1	16.0
O=C(CN1CCCCC1)N/N=C/c1cccc(C(F)(F)F)c1	-3.7%	-22.9	-10.4
COC(=O)c1ccc[n+](CCc2c[nH]c3ccccc23)c1	3.4%	-3.1	-7.2
O=C1c2ccccc2S(=O)(=O)c2cc(C(=O)N3CCC(C(=O)N4CCCCC4)CC3)ccc21	0.6%	9.5	1.5
COc1cccc(C=NNC(=O)C2CC2)c1	-2.9%	1.3	-2.0
CN(C)c1ccc(C=NNc2nc3c([nH]2)c(=O)n(C)c(=O)n3C)cc1	-1.8%	0.5	-4.9
O=c1c2ccccc2c(=O)n(-c2ccccc2)n1-c1ccccc1	-9.1%	-5.7	-2.0
CC(=O)Nc1ccc(NC(=O)CSc2nnc(N)n2-c2ccccc2)cc1	2.1%	-0.5	3.3
Cc1ncc(COCc2ccccc2)c(CO)c1OCc1ccccc1	1.9%	5.3	-0.4

The closing 3 records of the section above come first, to join the parts.
Structure	uPA surface inh	KCNH2 3.1 inh	Giardia kill
O=c1c2ccccc2c(=O)n(-c2ccccc2)n1-c1ccccc1	-9.1%	-5.7	-2.0
CC(=O)Nc1ccc(NC(=O)CSc2nnc(N)n2-c2ccccc2)cc1	2.1%	-0.5	3.3
Cc1ncc(COCc2ccccc2)c(CO)c1OCc1ccccc1	1.9%	5.3	-0.4
Cc1ccc2nc(-c3ccc(NC(=S)NCCC(C)C)cc3)sc2c1	-0.8%	-1.5	7.9
COC(=O)[C@@]1(Cc2ccccc2)[C@H]2C(=O)N(C)C(=O)[C@H]2[C@H]2CN(C)C(=NCc3ccccc3)N21	-1.5%	4.1	-4.3
CC(C)(C)c1ccc(C(=O)NCCN2CCOCC2)cc1	0.4%	1.7	51.8[activator]
O=C1NCC(=O)N2CCC[C@@H]12	8.3%	2.9	-13.5
CCOC(=O)CC1(C)NC(C(=O)O)C(C)(C)S1 (centres undefined)	0.5%	6.3	6.7
CC(=O)OCC1OC(n2c3c(cc(C#N)c2=S)CCCC3)C(OC(C)=O)C(OC(C)=O)C1OC(C)=O (centres undefined)	8.0%	-9.0	12.3
Oc1ccc2ccc(Cl)cc2c1	6.1%	-2.5	-0.8
O=C(Cn1cc(COc2cc(F)cc(F)c2)nn1)c1ccc(O)cc1	6.5%	-5.2	16.3
O=C(NC(=S)NCc1ccco1)c1ccccc1[N+](=O)[O-]	8.9%	-6.5	4.8
CCOC(=O)c1c(C)oc2cc(Sc3ccccc3)c(O)c(O)c12	16.9%	4.3	1.6
Cc1ccc(Cn2c(C(C)Nc3nc(-c4ccc(Cl)c([N+](=O)[O-])c4)cs3)nc3cc(C(F)(F)F)ccc32)cc1 (centres undefined)	4.2%	-11.2	29.1
O=C(ON=C1CCSCC1)c1ccccc1	-8.1%	-0.2	-21.3

Next structures:
Structure	uPA surface inh	KCNH2 3.1 inh	Giardia kill
COc1cc(C)ccc1Oc1ccc([N+](=O)[O-])cc1	5.8%	-10.1	12.3
O=C1NC(=O)C(c2ccc(Cl)cc2Cl)N1 (centres undefined)	12.2%	-2.0	11.6
CC(C)CC(=O)C(=O)O	1.1%&28.8%	2.7&1.6	5.8&-6.6
COc1ccc(C(CNC(=O)c2cccc(S(=O)(=O)Nc3ccc(F)cc3)c2)N2CCOCC2)cc1 (centres undefined)	-12.9%	7.3	-0.9
O=C(CSc1ccc(Br)cc1)NCC1(N2CCCCC2)CCCCC1	9.4%	-4.0	-15.4
CN(Cc1ccc(Cl)cc1Cl)C(=O)c1cccc(S(=O)(=O)NCc2ccccc2)c1	0.0%	0.9	3.6
O=C(CN(CC(=O)N1CCOCC1)S(=O)(=O)c1ccc(Br)s1)N1CCOCC1	0.8%	-11.5	9.0
CC(NCC(=O)NC(=O)NCCC1=CCCCC1)c1ccc(S(N)(=O)=O)cc1 (centres undefined)	7.8%	5.2	-4.3
O=C(O)C1(Nc2ccccc2)CCCC1	1.4%	-1.8	-10.1
CSCCC(NC(=O)c1ccc(Cl)cc1Cl)C(=O)NCC(c1cccs1)N(C)C (centres undefined)	?	-1.7	1.8
O=C(OCCOc1ccc(Cl)cc1)c1cc(S(=O)(=O)N2CCCCC2)ccc1N1CCOCC1	?	-13.5	-12.0
COc1ccc(C(=O)COC(=O)[C@H](C)NS(=O)(=O)c2ccc(NC(C)=O)cc2)cc1OC	3.0%	6.2	-8.4

Individual results from the results shown:
`COc1ccc(C(CNC(=O)c2cccc(S(=O)(=O)Nc3ccc(F)cc3)c2)N2CCOCC2)cc1` (centres undefined) @ KCNH2 3.1 inh: 7.3
`COc1cc(C)ccc1Oc1ccc([N+](=O)[O-])cc1` @ uPA surface inh: 5.8%
`O=C(O)C1(Nc2ccccc2)CCCC1` @ uPA surface inh: 1.4%
`O=C(CSc1ccc(Br)cc1)NCC1(N2CCCCC2)CCCCC1` @ KCNH2 3.1 inh: -4.0
`CC(NCC(=O)NC(=O)NCCC1=CCCCC1)c1ccc(S(N)(=O)=O)cc1` (centres undefined) @ Giardia kill: -4.3
`CC(C)CC(=O)C(=O)O` @ uPA surface inh: 1.1%&28.8%

(cont.)
Structure	uPA surface inh	KCNH2 3.1 inh	Giardia kill
COC1=CC(=O)c2c(ccc3ncnc(N)c23)C1=O	-9.9%	-8.0	44.1[activator]
COc1ccc(N(C=O)C(C(=O)Nc2c(C)cccc2C)c2ccccc2)cc1 (centres undefined)	?	1.3	-25.0
COc1ccc(C2=NOC(C)(c3nnc(-c4ccc(Cl)cc4)o3)C2)cc1 (centres undefined)	2.3%	32.9	30.7[activator]
CCCCN1C2=NC(c3ccccc3)CN2c2ccccc21 (centres undefined)	-3.8%	-8.4	18.5
CC(=O)Nc1ccc(C(=O)NCCCSc2ccccc2)cc1	-22.9%	-27.4	-14.0
CC1=NC(C)(C)CC2CCC(O)C12 (centres undefined)	12.2%	2.3	17.0
O=C1c2cc([N+](=O)[O-])ccc2-c2cc(Cl)c(NC(=O)C(F)(F)F)cc21	-11.8%	-13.7	-15.9
COc1ccccc1C1=NOC(C)(c2sc(-c3ccccc3)nc2C)C1 (centres undefined)	-0.4%	7.3	0.4
Nc1ccccc1-c1ccn[nH]1	3.3%	16.7	3.0
NC1=NC(c2ccccc2)CC(=O)N1 (centres undefined)	-1.1%	-9.0	-8.0
O=C(Nc1ccc(Cl)c(C(F)(F)F)c1)[C@@H]1CC=C[C@@H]2CCN(C3CC3)C(=O)[C@@H]21	-2.6%	6.5	-6.4
CN(N=O)c1ccc(CC2CCc3ccccc32)cc1 (centres undefined)	2.1%	-14.5	-12.9

Only part of the results is shown (hit frequency here may not be typical).
